Assay outcomes as filed in PubChem.
TcdB inh = inhibitors of Clostridioides difficile toxin B glycohydrolase; P18177; TcdB glycohydrolase enzymatic assay, plate reader; inhibition, % at 9.99 µM; hit rate 0.24% among 350,000; AID 652162; in the data active = inhibition above about 10%
* hit, by the source's call.

SMILES | TcdB inh
CNC[C@@H]1Oc2c(NS(=O)(=O)c3ccc(C)cc3)cccc2C(=O)N([C@H](C)CO)C[C@@H]1C | -1.3
C[C@@H]1CCCCO[C@H](CN(C)Cc2ccc(C(=O)O)cc2)[C@H](C)CN([C@H](C)CO)C(=O)c2cc(NC(=O)CCC(F)(F)F)ccc2O1 | 0.5
CC(C)C#Cc1ccc([C@H]2[C@@H](CO)N3CCCCN(CC4CC4)C[C@H]23)cc1 | -0.4
COc1ccc(S(=O)(=O)N2C[C@H](O)COC[C@@H]3O[C@@H](CC(=O)NCCCN4CCOCC4)CC[C@H]32)cc1 | -0.2
CCC(=O)Nc1ccc2c(c1)OC[C@H](C)N(Cc1ccccc1F)C[C@H](C)[C@H](OC)CN(C)C2=O | -0.1
C[C@@H]1CN([C@H](C)CO)C(=O)Cc2cc(NS(=O)(=O)c3ccc(F)cc3)ccc2O[C@H]1CN(C)S(=O)(=O)c1ccccc1 | -0.1
COCC(=O)N(C)C[C@H]1Oc2cc(Br)ccc2S(=O)(=O)N([C@@H](C)CO)C[C@@H]1C | -0.6
CCC(=O)N[C@@H]1CC[C@@H](CCn2cc(C3CC3)nn2)O[C@@H]1CO | -1.7
COc1ccc(C#Cc2ccc3c(c2)[C@]2(C(=O)N3)[C@H](C(=O)N3CCCCCCC3)[C@H]3C(=O)O[C@H](c4ccccc4)[C@H](c4ccccc4)N3[C@@H]2c2ccc(O)cc2)cc1 | 1.2
C[C@H](CO)N1C[C@H](C)[C@H](CN(C)Cc2ccccc2)Oc2cc(/C=C/c3ccccc3)ccc2S1(=O)=O | -2.0
CC=Cc1ccc2n(c1=O)C[C@H]1[C@H](CO)[C@@H](C(=O)N3CCOCC3)[C@@H]2N1CC1CC1 (mixture of isomers) | 1.2
CC(C)NC(=O)Nc1ccc2c(c1)C(=O)N([C@H](C)CO)C[C@@H](C)[C@@H](CN(C)CC1CCCCC1)OCCCC[C@@H](C)O2 | 1.0
N#C[C@@H]1[C@@H](c2ccc(-c3cccc(F)c3)cc2)[C@H](CO)N1C(=O)NC1CCCCC1 | -1.9
C[C@@H]1CCCCO[C@@H](CN(C)C(=O)c2ccccc2)[C@@H](C)CN([C@H](C)CO)C(=O)c2cc(NS(=O)(=O)c3ccc(F)cc3)ccc2O1 | 1.5
Cc1cccc(-c2ccc([C@@H]3[C@@H](CO)N4C(=O)CN(C(=O)c5ccccc5)C[C@@H]34)cc2)c1 | -1.1
CC(C)NC(=O)N(C)C[C@@H]1OCCCC[C@@H](C)Oc2ccc(NC(=O)Nc3ccc(C(F)(F)F)cc3)cc2C(=O)N([C@H](C)CO)C[C@@H]1C | 0.9
CNC[C@H]1Oc2ccc(NS(=O)(=O)c3ccccc3)cc2C(=O)N([C@H](C)CO)C[C@H]1C | 0.3
O=C([C@@H]1[C@@H](CO)[C@@H]2Cn3c(ccc(C4=CCCC4)c3=O)[C@@H]2N1CC1CC1)N1CCCCC1 | 0.0
C[C@@H]1CN([C@H](C)CO)C(=O)Cc2cc(NC(=O)CCC(F)(F)F)ccc2O[C@H]1CN(C)C(=O)NC1CCCCC1 | -0.5
Cc1noc(C)c1S(=O)(=O)Nc1ccc2c(c1)CC(=O)N([C@H](C)CO)C[C@H](C)[C@H](CN(C)Cc1ccc(-c3ccccc3)cc1)O2 | -0.6
C[C@H]1CN([C@@H](C)CO)C(=O)c2cc(-c3ccccc3)cnc2O[C@@H]1CN(C)C(=O)C1CCCCC1 | 1.1
COc1ccc(S(=O)(=O)N(C)C[C@@H]2Oc3c(NS(=O)(=O)c4ccc(C)cc4)cccc3C(=O)N([C@H](C)CO)C[C@@H]2C)cc1 | -0.5
Cn1cnc(S(=O)(=O)N[C@@H]2C=C[C@H](CC(=O)NCC3CC3)O[C@H]2CO)c1 | 0.3
C[C@@H]1CN([C@@H](C)CO)C(=O)c2cc(NC(=O)CCC(F)(F)F)ccc2O[C@@H](C)CCCCO[C@H]1CN(C)Cc1ccc(C(=O)O)cc1 | 0.3
C[C@@H]1CN([C@H](C)CO)C(=O)c2cc(NC(=O)Nc3ccc(F)cc3)ccc2O[C@@H]1CN(C)S(=O)(=O)c1cccs1 | -0.2

Molecules listed so far with an aryl methoxy group:
SMILES | TcdB inh
COc1ccc(S(=O)(=O)N2C[C@H](O)COC[C@@H]3O[C@@H](CC(=O)NCCCN4CCOCC4)CC[C@H]32)cc1 | -0.2
COc1ccc(C#Cc2ccc3c(c2)[C@]2(C(=O)N3)[C@H](C(=O)N3CCCCCCC3)[C@H]3C(=O)O[C@H](c4ccccc4)[C@H](c4ccccc4)N3[C@@H]2c2ccc(O)cc2)cc1 | 1.2
COc1ccc(S(=O)(=O)N(C)C[C@@H]2Oc3c(NS(=O)(=O)c4ccc(C)cc4)cccc3C(=O)N([C@H](C)CO)C[C@@H]2C)cc1 | -0.5

(listing goes on)
SMILES | TcdB inh
C[C@@H]1CN([C@@H](C)CO)C(=O)c2cccc(NC(=O)c3nc4ccccc4s3)c2O[C@H]1CN(C)CC1CC1 | -2.9
O=S(=O)(Cc1ccccc1)N1CCCCN2[C@H](CO)[C@@H](c3ccc(C#Cc4ccccc4)cc3)[C@H]2C1 | 0.8
O=C(Nc1ccc(C(F)(F)F)cc1)N1[C@@H]2CNC[C@H]1C2c1ccc(-c2ccc(F)cc2)cc1 (stereo not given in full) | 0.3
C[C@@H]1CN([C@@H](C)CO)C(=O)c2cc(NC(=O)c3ccncc3)ccc2O[C@@H]1CN(C)Cc1ccc(-c2ccccc2)cc1 | 0.7
CCNC(=O)C[C@H]1C=C[C@@H](NC(=O)C2CC2)[C@@H](CO)O1 | -0.9
C[C@@H]1CN([C@H](C)CO)S(=O)(=O)c2ccc(-c3ccccc3)cc2O[C@@H]1CN(C)C(=O)Nc1ccccc1F | 0.4
COc1ccc(S(=O)(=O)N[C@H]2CC[C@@H](CCn3cc(C(C)C)nn3)O[C@H]2CO)cc1 | -0.7
N#C[C@@H]1[C@@H](c2ccc(-c3cccc(F)c3)cc2)[C@@H](CO)N1S(=O)(=O)c1cccc(F)c1 | -0.8
COc1ccc2c3c(n(C)c2c1)[C@@H](CO)NCC31CCN(Cc2ccncc2)CC1 | -7.9
Cc1ccc(S(=O)(=O)N(C)C[C@H]2Oc3c(NS(C)(=O)=O)cccc3C(=O)N([C@H](C)CO)C[C@H]2C)cc1 | 0.6
CC(C)NC(=O)N1[C@H](CO)[C@H](c2ccc(C#CC3CCCC3)cc2)[C@@H]1C#N | -4.0
COCC#Cc1ccc2c(c1)O[C@@H](CN(C)C(=O)c1ccccc1F)[C@H](C)CN([C@@H](C)CO)S2(=O)=O | -1.9
C[C@@H]1CN([C@H](C)CO)C(=O)c2cccc(NS(=O)(=O)c3cccs3)c2O[C@H]1CN(C)Cc1ccncc1 | 0.2
CCN(C[C@@H]1[C@@H](c2ccccc2)[C@@H](CO)N1C(C)=O)C(=O)NC1CCCC1 | 0.3
CCNC(=O)[C@@H]1[C@@H](CO)[C@@H]2Cn3c(ccc(C4=CCCCC4)c3=O)[C@@H]2N1C(=O)c1cnccn1 | -6.5
C[C@@H](NC(=O)C[C@@H]1C[C@H]2c3cc(NC(=O)C4CCOCC4)ccc3O[C@H]2[C@H](CO)O1)c1ccccc1 | -0.6
CCCNC(=O)N1C[C@@H](O)COC[C@@H]2O[C@H](CC(=O)N3CCC(Cc4ccccc4)CC3)CC[C@H]21 | 0.9
COc1ccc(CN(C)C[C@@H]2OCCCC[C@@H](C)Oc3ccc(NC(=O)NC4CCCCC4)cc3C(=O)N([C@@H](C)CO)C[C@@H]2C)cc1 | 0.5
COc1cccc(NC(=O)C[C@H]2CC[C@@H]3[C@@H](COc4ccc(NC(=O)C5CCCCC5)cc4C(=O)N3C)O2)c1 | 0.4
CS(=O)(=O)Nc1ccc2c(c1)[C@@H]1C[C@@H](CC(=O)NCc3cc(F)ccc3F)O[C@H](CO)[C@@H]1O2 | -0.7
C[C@H](CO)N1C[C@H](C)[C@H](CN(C)CC2CCCCC2)Oc2ccc(NC(=O)Cc3cn(C)c4ccccc34)cc2C1=O | 0.3
C/C=C/c1ccc([C@H]2[C@@H](CO)N(c3nc(CC)cs3)[C@H]2C#N)cc1 | 0.4
C/C=C/c1ccc([C@H]2[C@H](CO)N(S(=O)(=O)CC)C23CN(C(=O)CC)C3)cc1 | 0.5
O=S(=O)(N[C@@H]1CC[C@H](CCn2cc(-c3ccccc3F)nn2)O[C@@H]1CO)c1ccc(F)cc1 | -2.7
CCC(=O)Nc1ccc2c(c1)C(=O)N(C)C[C@@H](OC)[C@H](C)CN[C@H](C)CO2 | 0.5

Brought forward from above: 3 entries, followed by the next part.
SMILES | TcdB inh
C/C=C/c1ccc([C@H]2[C@H](CO)N(S(=O)(=O)CC)C23CN(C(=O)CC)C3)cc1 | 0.5
O=S(=O)(N[C@@H]1CC[C@H](CCn2cc(-c3ccccc3F)nn2)O[C@@H]1CO)c1ccc(F)cc1 | -2.7
CCC(=O)Nc1ccc2c(c1)C(=O)N(C)C[C@@H](OC)[C@H](C)CN[C@H](C)CO2 | 0.5
COc1cccc(C#Cc2cnc3c(c2)C(=O)N([C@@H](C)CO)C[C@H](C)[C@@H](CN(C)C(C)=O)O3)c1 | 0.9
COCCNC(=O)C[C@H]1CC[C@@H]2[C@@H](COc3ccc(NC(=O)Nc4cccc(F)c4)cc3C(=O)N2C)O1 | 0.6
O=C(C[C@@H]1CC[C@@H]2[C@H](COC[C@H](O)CN2Cc2ccc3c(c2)OCO3)O1)Nc1ccccc1 | -0.5
C[C@H](O)C#Cc1cnc2c(c1)C(=O)N([C@@H](C)CO)C[C@H](C)[C@@H](CN(C)C(=O)CN1CCOCC1)O2 | -0.7
COc1ccc(NC(=O)Nc2ccc3c(c2)OC[C@H](C)NC[C@H](C)[C@@H](OC)CN(C)C3=O)cc1 | 1.0
COc1ccc(S(=O)(=O)N(C)C[C@H]2Oc3ccc(NC(=O)c4ccncc4)cc3CC(=O)N([C@H](C)CO)C[C@@H]2C)cc1 | -1.0
Cc1ccc(-c2ccc3c(c2)O[C@H](CN(C)C)[C@H](C)CN([C@H](C)CO)S3(=O)=O)cc1 | 0.1
O=C(CCN1CCCCC1)N[C@@H]1CC[C@@H](CCn2cc(-c3ccccc3)nn2)O[C@H]1CO | 0.6
C/C=C/c1ccc([C@H]2[C@@H](CO)N(C(=O)COC)[C@H]2CNC(=O)CC)cc1 | 1.1
CO[C@H]1CN(C)C(=O)c2cc(NC(=O)c3ccccc3)ccc2OC[C@@H](C)NC[C@@H]1C | 0.2
CN1CCN(C(=O)C[C@H]2CC[C@@H]3[C@H](COC[C@@H](O)CN3C(=O)Cc3ccccc3)O2)CC1 | -0.2
C[C@@H]1CN([C@H](C)CO)C(=O)c2cc(NC(=O)Cc3ccccc3)ccc2O[C@@H]1CN(C)Cc1ccc(C(F)(F)F)cc1 | -2.4
C[C@@H]1CN([C@H](C)CO)C(=O)c2cccc(NC(=O)Nc3ccc4c(c3)OCO4)c2O[C@@H]1CN(C)S(=O)(=O)c1ccccc1 | -0.3
CNC(=O)C[C@@H]1CC[C@H]2[C@H](COc3ccc(NC(=O)Nc4ccccc4F)cc3C(=O)N2C)O1 | -0.4
C[C@@H]1CN([C@H](C)CO)C(=O)c2cccc(NC(=O)Nc3ccc4c(c3)OCO4)c2O[C@@H]1CN(C)C(=O)Nc1ccc2c(c1)OCO2 | -0.6
C[C@H](CO)N1C[C@H](C)[C@H](CN(C)S(=O)(=O)c2ccc(F)cc2)Oc2ccc(NC(=O)Nc3cccc4ccccc34)cc2C1=O | -0.3
O=C(c1ccc(F)cc1)N1CC(=O)N2[C@H](CO)[C@H](c3ccc(C#CC4CCCCC4)cc3)[C@@H]2C1 | 1.3
C[C@@H](NC(=O)[C@H]1N[C@H]2c3ccc(C4=CCCCC4)c(=O)n3C[C@H]2[C@@H]1CO)c1ccccc1 | -2.1
C[C@@H](NC(=O)C[C@H]1C=C[C@@H](NC(=O)CN2CCOCC2)[C@H](CO)O1)c1ccccc1 | -0.8
CN1CCN(C(=O)[C@H]2[C@H](CO)[C@H]3Cn4c(cccc4=O)[C@H]3N2Cc2ccccc2F)CC1 | -0.1
COc1ccc(NC(=O)Nc2cccc3c2O[C@@H](CN(C)Cc2ccc(-c4ccccc4)cc2)[C@@H](C)CN([C@@H](C)CO)C3=O)cc1 | -2.9
O=C(C[C@H]1CC[C@@H]2[C@H](COC[C@@H](O)CN2S(=O)(=O)c2ccccc2)O1)Nc1ccc(-c2ccccc2)cc1 | -0.8
CO[C@H]1CN(C)C(=O)c2ccc(NC(=O)c3ccno3)cc2OC[C@H](C)N(S(C)(=O)=O)C[C@@H]1C | 1.3
O=C(N[C@H]1CC[C@@H](CCNS(=O)(=O)c2ccc(Cl)cc2)O[C@H]1CO)c1cccc(F)c1 | -1.4
C[C@H]1CN([C@@H](C)CO)C(=O)Cc2cc(N(C)C)ccc2O[C@@H]1CN(C)C(=O)Nc1ccccc1 | -13
C[C@H](CO)N1C[C@H](C)[C@@H](CN(C)C(=O)C2CCCCC2)Oc2ncc(C#CCc3ccccc3)cc2C1=O | -0.6
C[C@H](CO)N1C[C@H](C)[C@@H](CN(C)Cc2ccc(C(=O)O)cc2)OCCCC[C@H](C)Oc2ccc(NS(=O)(=O)c3cccs3)cc2C1=O | -0.7
Cc1ccc(S(=O)(=O)N(C)C[C@H]2Oc3ccc(NS(=O)(=O)c4ccc(F)cc4)cc3CC(=O)N([C@H](C)CO)C[C@H]2C)cc1 | 1.4
Cc1ccc(S(=O)(=O)N[C@H]2C=C[C@H](CC(=O)NCCN3CCCCC3)O[C@H]2CO)cc1 | -1.3
O=C(Nc1ccc(F)cc1)N1CC(=O)N2[C@@H](CO)[C@H](c3ccc(Br)cc3)[C@@H]2C1 | 0.9

Copied from the list:
`COCCNC(=O)C[C@H]1CC[C@@H]2[C@@H](COc3ccc(NC(=O)Nc4cccc(F)c4)cc3C(=O)N2C)O1` in TcdB inh → 0.6
`COc1ccc(NC(=O)Nc2ccc3c(c2)OC[C@H](C)NC[C@H](C)[C@@H](OC)CN(C)C3=O)cc1` in TcdB inh → 1.0
`Cc1ccc(S(=O)(=O)N[C@H]2C=C[C@H](CC(=O)NCCN3CCCCC3)O[C@H]2CO)cc1` in TcdB inh → -1.3
`CN1CCN(C(=O)C[C@H]2CC[C@@H]3[C@H](COC[C@@H](O)CN3C(=O)Cc3ccccc3)O2)CC1` in TcdB inh → -0.2
`COc1ccc(S(=O)(=O)N(C)C[C@H]2Oc3ccc(NC(=O)c4ccncc4)cc3CC(=O)N([C@H](C)CO)C[C@@H]2C)cc1` in TcdB inh → -1.0

An excerpt. The share of hits here may be higher or lower than overall.
